Bioassay records (PubChem)
TrxR1 inh: qHTS Assay for Inhibitors of Mammalian Selenoprotein Thioredoxin Reductase 1 (TrxR1): qHTS; Potency, µM (doses to about 114 µM), for inactives: at the top dose activity change, negative = inhibition, actives largely listed as inhibitors; recombinant rTrxR1, NADPH fluorescence consumption, selenite substrate; AID 588453, 2011; hit rate 1% among 390,000; Thioredoxin reductase 1, cytoplasmic (Rattus norvegicus), O89049; note: % is set by controls: 0 for no effect and ±100 for the full control effect; nearly all actives have a fitted effect of over 65% in size
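Rat TrxR1 (90 nM in the dispensed reagent) was pre-reduced with 400 uM NADPH for 5 min at room temperature, then incubated with compound for 15 min. After 400 uM selenite was added, NADPH fluorescence (Ex 340/Em 450 nm) was followed for 8 min.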
ALOX12 inh: Primary qHTS assay for inhibitors of human arachidonate 12S-lipoxygenase (ALOX12): Round 2; Potency, µM (titrated, usually from 108 µM), without a hit: top-dose activity change, negative = inhibition, hits mostly inhibitors; Polyunsaturated fatty acid lipoxygenase ALOX12 (Homo sapiens), P18054; hit rate 1.1% among 580,000; purified 12hLO, xylenol orange hydroperoxide absorbance; note: % is set by controls: 0 for no effect and ±100 for the full control effect
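Purified human 12hLO at 150 nM in 25 mM Hepes, 0.01% Triton X-100, pH 7.0, preincubated 15 min at room temperature with compound. Reaction started with 40 uM arachidonic acid, 30 min at room temperature. Hydroperoxide measured by Fe-xylenol orange, 573/405 nm absorbance ratio.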
JMJD2A Tudor: qHTS Assay for Inhibitors of JMJD2A-Tudor Domain. Lysine-specific demethylase 4A (Homo sapiens), O75164. AlphaScreen JMJD2A-Tudor / H3K4me3 peptide binding. Potency, µM (doses to about 114 µM), without a hit: at the top dose activity change, negative = inhibition, usual class: inhibitors. hit rate 4.4% among 390,000. AID 504339, 2011; note: % is set by controls: 0 for no effect and ±100 for the full control effect; nearly all actives have a fitted effect of over 50% in size
HP1b binding inh: HTS for Inhibitors of HP1-beta Chromodomain Interactions with Methylated Histone Tails | AlphaScreen HP1-beta / biotin-H3K9me3 peptide binding | Potency, µM (doses to about 114 µM), for inactives: at the top dose activity change, negative = inhibition, most hits filed as inhibitors | hit rate 0.56% among 390,000 | AID 540317, 2011; note: nearly all actives have a fitted effect of over 70% in size; inactives centre near 23
Target sequence (P83916 whole entry, looked up): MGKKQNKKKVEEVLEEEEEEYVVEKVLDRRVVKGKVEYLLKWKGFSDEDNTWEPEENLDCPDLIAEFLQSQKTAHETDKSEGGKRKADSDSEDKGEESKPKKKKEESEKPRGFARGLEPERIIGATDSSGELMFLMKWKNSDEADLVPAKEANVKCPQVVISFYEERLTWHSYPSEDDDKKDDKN
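Compound inhibition of the preformed complex between 50 nM HP1-beta and 50 nM biotinylated H3K9me3 peptide was read by AlphaScreen. Buffer was PBS pH 7.4 with 0.01% Tween-20. Incubations ran 30 min at room temperature, with 10 ug/mL donor/acceptor beads.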
Pin1 inhibitor: qHTS Assay to Find Inhibitors of Pin1; Pin1 FP peptide displacement, HiFluor488, 10 min; AID 504891, 2011; Potency, µM (highest dose often 115 µM), without a hit: at the highest dose activity, negative = inhibition, hits mostly inhibitors; hit rate 0.009% among 390,000; Peptidyl-prolyl cis-trans isomerase NIMA-interacting 1 (Homo sapiens), Q13526; active = well fitted inhibition curve with a large enough effect in the polarisation, with a control signal flat, not every such curve was filed as active; inconclusive = small, poorly fitted or top-dose-only effect, or effect the other way, or a change in a side signal; inactive = no such curve, though single readings can be large or run the other way; the % refers to the polarisation; note: % is set by controls: 0 for no effect and ±100 for the full control effect
Target sequence (Q13526 whole entry, looked up): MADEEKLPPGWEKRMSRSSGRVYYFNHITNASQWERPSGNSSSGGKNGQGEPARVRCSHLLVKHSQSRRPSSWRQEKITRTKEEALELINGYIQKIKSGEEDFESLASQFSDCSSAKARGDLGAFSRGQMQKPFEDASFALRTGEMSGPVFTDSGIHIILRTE
RGS4 inhibitor: Inhibitors of Regulator of G Protein Signaling (RGS) 4: qHTS | Regulator of G-protein signaling 4 (Homo sapiens), P49798 | Transcreener GDP fluorescence polarization, RGS4-accelerated GTP hydrolysis | hit rate 0.039% among 390,000 | AID 504845, 2011 | Potency, µM (series often up to 114 µM), for the others: at the top dose activity change, negative = inhibition, most hits filed as inhibitors; note: % is set by controls: 0 for no effect and ±100 for the full control effect; nearly all actives have a fitted effect of over 75% in size; some results filed as inactive show a strong effect at the top dose
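MLSMR compounds (23 nl, pin-transferred) preincubated 10 min at room temperature with a 500nM (2x) first reagent, then RGS4 at 900nM (2x) plus Transcreener GDP mix added; fluorescence polarization (620/688 nm) read before and after 90 min at 30 °C.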
GLS inhibitor: qHTS for Inhibitors of Glutaminase (GLS). AID 624170, 2012. hit rate 0.21% among 410,000. GLS enzymatic activity, qHTS titration. Glutaminase kidney isoform, mitochondrial (Homo sapiens), O94925. Potency, µM (doses to about 45.5 µM), without a hit: top-dose activity change, negative = inhibition, hits mostly inhibitors; note: % is set by controls: 0 for no effect and ±100 for the full control effect
Target sequence (O94925 whole entry, looked up, canonical isoform): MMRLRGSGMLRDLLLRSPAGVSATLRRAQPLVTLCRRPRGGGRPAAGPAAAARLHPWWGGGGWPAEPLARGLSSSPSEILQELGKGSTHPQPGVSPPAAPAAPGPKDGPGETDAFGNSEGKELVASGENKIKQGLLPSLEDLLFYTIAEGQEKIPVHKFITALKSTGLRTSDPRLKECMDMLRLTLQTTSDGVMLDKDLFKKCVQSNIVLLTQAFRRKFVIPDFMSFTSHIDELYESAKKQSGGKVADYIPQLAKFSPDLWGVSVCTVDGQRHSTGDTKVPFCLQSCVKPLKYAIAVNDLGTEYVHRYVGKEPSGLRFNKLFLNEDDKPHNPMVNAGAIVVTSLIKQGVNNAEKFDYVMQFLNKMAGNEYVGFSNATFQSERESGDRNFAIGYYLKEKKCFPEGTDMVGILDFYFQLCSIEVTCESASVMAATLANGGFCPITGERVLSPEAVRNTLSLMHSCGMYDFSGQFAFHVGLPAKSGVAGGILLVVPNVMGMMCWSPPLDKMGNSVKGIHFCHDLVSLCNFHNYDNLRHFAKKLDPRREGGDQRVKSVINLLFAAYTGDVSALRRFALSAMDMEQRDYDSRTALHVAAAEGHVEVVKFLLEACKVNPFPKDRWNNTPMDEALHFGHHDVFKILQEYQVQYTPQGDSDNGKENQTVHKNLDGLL
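Compounds were pin-transferred onto hKGA, after which L-glutamine (1 mM solution) and a detection mix of glutamate oxidase, HRP and Amplex Red were added. Initial and 30 min RT fluorescence reads were collected.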
ERG-DNA inh: qHTS for Small Molecule Inhibitors of the ERG Ets/DNA interaction. fluorescence polarization, His-ERG Ets domain / labelled DNA. Transcriptional regulator ERG (Homo sapiens), P11308. hit rate 0.028% among 370,000. Potency, µM (doses to about 76.9 µM), for the others: at the top dose FP activity, negative = inhibition, usual class: inhibitors; active = well fitted inhibition curve with a large enough effect in the polarisation, with a control signal flat; inconclusive = small, poorly fitted or top-dose-only effect, or effect the other way, or a change in a side signal; inactive = no such curve, though single readings can be large or run the other way; the % refers to the polarisation;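 note: polarization taken with two DNA probes labelled with fluorescein and Texas red; % of control where 0% means no effect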
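His-tagged ERG Ets domain (1 uM in the protein solution; 300mM KCl, 50mM Tris-HCl, 1mM EDTA, 1mM DTT, pH 7.5) received compound, then a probe mix of 5 nM fluorescein-DNA and 100nM Texas-615-DNA. Fluorescence polarization was read for both dyes.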
PGK inhibitor: qHTS Assay to Find Inhibitors of Phosphoglycerate Kinase. Phosphoglycerate kinase, glycosomal (Trypanosoma brucei brucei), P07378. PGK/GAPDH coupled, Kinase-Glo luminescence, 60 min. Potency, µM (top dose mostly 57.5 µM), inactives show at the top dose activity change, negative = inhibition, actives largely listed as inhibitors. hit rate 0.043% among 380,000. AID 602233, 2012; note: % is set by controls: 0 for no effect and ±100 for the full control effect; nearly all actives have a fitted effect of over 60% in size
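Recombinant glycosomal PGK reaction used 1,3-bisphosphoglycerate generated in-well by GAPDH (100nM final) in 100mM TEA pH 7.6, 5mM MgCl2, 0.01% Tween-20. After 60 minutes at room temperature, ATP was read by Kinase-Glo Plus luminescence end-point.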
Starred values were filed as active, the others as inactive; i = inactive; ? = inconclusive; . = not tested or not shown; & = joins results of further samples; [ ] = dose if it differs, or a comment. Unless noted, calls come from the whole dose curve; as a rule, active = well fitted curve in the direction sought with a large enough effect; inconclusive = small, poorly fitted or top-dose-only effect, or another doubt; inactive = no such curve, though single readings can be large; an effect the other way counts as inactive or inconclusive. Potency is the fitted concentration of half-maximal effect.

TrxR1 inh,smiles,ALOX12 inh,JMJD2A Tudor,HP1b binding inh,Pin1 inhibitor,RGS4 inhibitor,GLS inhibitor,ERG-DNA inh,PGK inhibitor
8%,O=C(Cn1cnc2c(OCc3ccccc3)ncnc21)N1CCN(c2ccccn2)CC1,-11%,-9%,33%,5%,16%,4%,0%,9%
7%,O=C(Nc1ccc(Cl)cc1)C1CCCN(S(=O)(=O)c2cnc[nH]2)C1 (centres undefined),10%,-5%,45%[activator],2%,-9%,2%,1%,-8%
-19%,CCCCN1C(=O)/C(=C2/Sc3ccc(OC)cc3N2CC)SC1=S,.,-8%,37%,9%,-11%,0%,-5%,-6%
9%,COc1cc(OC)c(N(C)C(=O)C2CCCN(c3ncnc4c3nc3n4CCCCC3)C2)cc1Cl (centres undefined),?,-30%,7%,-4%,18%,5%,-2%,1%
4%,COc1ccc(N2CCN(C(=O)C3CCN(S(=O)(=O)c4ccccc4)CC3)CC2)cc1,-1%,-14%,7%,-10%,-6%,8%,3%,13%
18%,Cn1c(=O)[nH]c(=O)c2c1nc(CN1CCOCC1)n2Cc1ccccc1,-4%&24%,3%,22%,-2%,-4%,2%,-3%,0%
17%[57.1 µM],CCOc1ccccc1Nc1sc(C(=O)c2ccc(Cl)cc2)c(N)c1C(=O)NCCc1ccccc1,-8%,-25%,22%,19%,-48%,-2%,2%,-5%
9%,COc1cc(NC(=O)c2cccc(C)c2)c(OC)cc1NC(=O)CN1CCOCC1,-5%,-27%,16%,-6%,5%,5%,-2%,-4%
1%[57.1 µM],N#C/C(=C\c1cccnc1)c1nc2c(s1)CCCC2,-1%,5%,42%[activator],0%,-1%,-4%,20%,-6%
1%,COc1cccc(NC(=O)CCc2nc(-c3cc(OC)c(OC)c(OC)c3)no2)c1,-9%,-25%,2%,-2%,9%,-15%,8%,-1%
14%[57.1 µM],OC(COc1ccc(Cl)cc1Cl)Cn1ccnc1 (centres undefined),-7%,-9%,16%,9%,-5%,-3%,-11%,4%
7%,CCCn1c(NCc2ccccn2)nc2ccccc21,?,20µM*,12%,1%,13%,24%,4%,i
0%,CCOc1ccc(CNC(=O)C2Cc3cc(S(=O)(=O)N4CCCC4)ccc3N2C(C)=O)cc1 (centres undefined),3%,-1%,31%,-7%,32%,2%,-5%,7%
17%[11.4 µM],Cc1cccc(C(=O)Nc2nnc(S(=O)(=O)N3c4ccccc4CC3C)s2)c1 (centres undefined),-26%,-23%,15%,-2%,12%,9%,-4%,2%
-10%,O=C(CCN1C(=O)/C(=C/c2ccccc2F)SC1=S)Nc1ccccn1,0%,-21%,0%,-25%,?,-3%,18%,-6%
-3%,COc1cc(OC)cc(-n2c(=O)c3sccc3n(Cc3ccc(F)cc3)c2=O)c1,-4%,-15%,28%,0%,3%,-2%,-6%,.
6%[57.1 µM],COc1c(F)c(F)c(C(=O)Nc2cccc(Cl)c2N2CCOCC2)c(F)c1F,135%[activator],9%,27%,-1%,-10%,6%,9%,3%
38%,CCCCOc1ccc(C2=NC(c3cccs3)=Nc3ccc(CC)cc3N2)cc1,?,?,-12%,-4%,-42%,1%,0%,.
23%,CN1CCN(CC(O)COc2ccccc2)CC1 (centres undefined),-1%,-15%,39%[activator],?,2%,4%,-7%,-8%
17%[57.1 µM],Cc1ccc(CSCC(=O)N2CCN(c3cc(Cl)ccc3C)CC2)cc1,?,25%,82%[activator],2%,2%,4%,1%,1%
38%,Cc1ccc(-c2nn(CC(=O)NN3CCOCC3)c(=O)c3ccccc23)cc1,158%[activator],2%,36%,-3%,16%,3%,-14%,i
-9%,COCCNC(=O)c1onc(CCl)c1C(=O)OC,?,-26%,29%,-3%,4%,-3%,4%,-9%
-5%,O=C(COc1ccccc1)NN1C(=O)CSC1=S,-8%,4%,32%,7%,-16%,9%,40%[activator],-1%
-14%,Clc1cccc(Cl)c1CSc1nnc(CN2CCOCC2)n1-c1ccccc1,?,-22%,25%,-2%,0%,11%,-3%,i
20%,COc1ccc(-c2cc(C(=O)Nc3ccc(F)cc3F)no2)cc1,8%,-12%,25%,-9%,-13%,5%,1%,-5%
4%[57.1 µM],NS(=O)(=O)c1ccc2nc(NC(=O)COc3ccc(Cl)cc3Cl)sc2c1,-19%,-3%,28%[57 µM],12%,-18%,10%,1%,0%
5%,C/C(=N\Nc1ccccn1)c1ccc(Br)s1,?,?,27%,-6%,27%,10%,5%,-8%
14%,Cc1ccc(S(=O)(=O)c2[nH]c(-c3ccccc3)nc2SCC(=O)O)cc1,0%,-18%,42%,-16%,1%,20%,-8%,7%
0%,O=C(COC(=O)c1ccccc1Br)Nc1cccnc1Cl,?,-6%,24%,1%,17%,9%,-12%,-1%
2%[57.1 µM],CC(=O)c1cnc(Nc2cccc(C)c2)s1,-5%,8%,57%[activator],4%,39%,4%,11%,-6%
1%,COC(=O)C1=C(C(=O)c2ccccc2)C(c2ccc(OC)c(OC)c2)Nc2nnnn21 (centres undefined),?,-30%,18%,-1%,-36%,30%[activator],6%,-3%
-13%,CN1C(=O)c2ccc(N3CCCC3)cc2C1=O,?,44%[activator],120%[activator],?,-7%,8%,-6%,0%
-2%,COc1ccc(CN2CCN(C(=O)CCC(=O)Nc3nnc(C(F)(F)F)s3)CC2)cc1F,3%,-11%,55%[activator],-11%,2%[56.9 µM],-17%,3%,-2%
14%[57.1 µM],COc1cccc(N2CCN(C(=O)c3nc4nc(C)cc(C)n4n3)CC2)c1,4%,-3%,14%,1%,3%,15%,-1%,-8%
12%,CCn1c(=O)c2sccc2n2c(CCCC(=O)N3CCN(c4ccc(OC)cc4)CC3)nnc12,0%,-15%,11%,-2%,16%,2%,-1%,-12%
13%,C=CCN1C(=O)C2C(C(=O)NC)C3C=CC2(O3)C1C(=O)NCc1ccc(OC)cc1 (centres undefined),-9%,-8%,16%,3%,17%,2%,1%,4%
9%,Cc1ccc(NC(=O)CCNC(=O)c2ccccc2Cl)cc1S(=O)(=O)N1CCOCC1,15%,-5%,29%,-11%,15%,-2%,9%,-3%
11%,Cc1ccc(NC(=O)c2ccco2)c(NC(=O)Cc2cccs2)c1,-7%&-22%,-17%,6%,4%,11%,3%,-1%,-6%
5%,CC(C)n1cc(CN2CCCC(CNS(=O)(=O)c3cccc4cccnc34)C2)cn1 (centres undefined),-1%,-3%,59%[activator],6%,-13%,-14%,10%,-8%
15%[57.1 µM],NS(=O)(=O)c1cccc(NC(=O)c2cccc(S(=O)(=O)N3CCCCCC3)c2)c1,?,-3%,26%,-7%,17%,-6%,-12%,-3%
18%,CC(C)c1ccc(S(=O)(=O)N2CCN(C(=O)c3cccc(F)c3)CC2)cc1,23%,0%,44%[activator],-2%,-14%,-11%,10%,-5%
13µM*,N#CC(C#N)=Cc1ccc(NC(=O)c2ccc(Br)cc2)cc1,-9%,-13%,10%,4%,-40%,-5%,6%,-8%
26%[57.1 µM],Clc1ccc(OCCSc2ncccn2)cc1,-3%,66%[activator],110%[activator],5%,9%,1%,6%,-5%
-4%,Cc1cccc(OCC(=O)NCC(=O)N/N=C/c2cccs2)c1,-13%,-6%,40%,-1%,6%,1%,4%,5%
13%,CCOc1ccc(NC(=O)CN(C)C(=O)CN2C(=O)C3CCCCC3C2=O)cc1OCC (centres undefined),8%,-7%,47%[activator],1%,3%,0%,13%,-9%
?,O=C(NC1CCCCC1)c1ccc(CS(=O)Cc2ccccc2Cl)o1 (centres undefined),1%,-4%,43%[activator],-3%,-10%,-6%,-6%,0%
3%[57.1 µM],CC(C)n1c(/C=C/c2ccccc2)nc2ccccc21,-16%,44%[activator],78%[activator],-2%,-10%,6%,-4%,-5%

Sorted by formula weight (ascending): 3 of the compounds above.
TrxR1 inh,smiles,ALOX12 inh,JMJD2A Tudor,HP1b binding inh,Pin1 inhibitor,RGS4 inhibitor,GLS inhibitor,ERG-DNA inh,PGK inhibitor
3%[57.1 µM],CC(C)n1c(/C=C/c2ccccc2)nc2ccccc21,-16%,44%[activator],78%[activator],-2%,-10%,6%,-4%,-5%
26%[57.1 µM],Clc1ccc(OCCSc2ncccn2)cc1,-3%,66%[activator],110%[activator],5%,9%,1%,6%,-5%
18%,CC(C)c1ccc(S(=O)(=O)N2CCN(C(=O)c3cccc(F)c3)CC2)cc1,23%,0%,44%[activator],-2%,-14%,-11%,10%,-5%

An excerpt; the hit share may differ from the screen's.
